Screening results from PubChem.
mIAP block – mouse IAP inhibition | purified mouse IAP, CDP-Star luminescence, 30 min | inhibition, % at 10 µM | 330,000 tested, 0.2% active;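 active = inhibition of at least 40% at 10 µM in the primary screen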;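 also: plate controls were DMSO with enzyme for no effect and no enzyme wells for full effect; values of inactives mirror those of a sister screen read the other way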
MPTP block – blocks calcium-induced mitochondrial swelling | isolated mouse mitochondria, Ca2+ swelling absorbance, 30 min | inhibition, % at 10 µM | 360,000 tested, 1.4% active | AID 602449;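 active = inhibition of 50% or more, scaled per plate between neutral and stimulator controls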;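 also: 0% = DMSO wells given calcium and 100% = 1 mM EGTA wells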
APOBEC3A inh – inhibitors of human APOBEC3A DNA deaminase; P31941; recombinant A3A, FAM/TAMRA ssDNA deamination fluorescence; inhibition, % at 20 µM; 330,000 tested, 0.41% active;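 active = at least 40% inhibition at 20 µM here, with at most 30% in a related deaminase screen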;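 also: plate controls were A3A with DMSO for no effect and wells lacking A3A enzyme for full effect; some results filed as inactive read as strong as hits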
Target sequence (P31941 whole entry, looked up): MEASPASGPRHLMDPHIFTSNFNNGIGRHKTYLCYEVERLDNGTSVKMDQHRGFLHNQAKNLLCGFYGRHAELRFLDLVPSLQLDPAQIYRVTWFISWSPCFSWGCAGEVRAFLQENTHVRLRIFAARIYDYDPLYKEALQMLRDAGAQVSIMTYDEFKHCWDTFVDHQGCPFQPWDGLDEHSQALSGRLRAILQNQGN
hIAP activ – increases human intestinal alkaline phosphatase activity. P09923. purified human IAP, CDP-Star luminescence, 30 min; hits give high values; 1 = vehicle-only enzyme, 0 = enzyme-free background. activation factor at 10 µM. 330,000 tested, 0.16% active;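 active = activation factor of the enzyme at least 2-fold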; also: the source names both 10 and 20 µM as test concentration; values of inactives mirror those of a sister screen read the other way
ATG4B inh – inhibitors of human ATG4B cysteine protease; Q9Y4P1; ATG4B cleavage of LC3-PLA2, NBD-HPC fluorescence, 1 h; inhibition, % at 8.33 µM; 340,000 tested, 0.51% active; AID 504462; in the data active = inhibition above about 40%
Target sequence (Q9Y4P1 whole entry, looked up): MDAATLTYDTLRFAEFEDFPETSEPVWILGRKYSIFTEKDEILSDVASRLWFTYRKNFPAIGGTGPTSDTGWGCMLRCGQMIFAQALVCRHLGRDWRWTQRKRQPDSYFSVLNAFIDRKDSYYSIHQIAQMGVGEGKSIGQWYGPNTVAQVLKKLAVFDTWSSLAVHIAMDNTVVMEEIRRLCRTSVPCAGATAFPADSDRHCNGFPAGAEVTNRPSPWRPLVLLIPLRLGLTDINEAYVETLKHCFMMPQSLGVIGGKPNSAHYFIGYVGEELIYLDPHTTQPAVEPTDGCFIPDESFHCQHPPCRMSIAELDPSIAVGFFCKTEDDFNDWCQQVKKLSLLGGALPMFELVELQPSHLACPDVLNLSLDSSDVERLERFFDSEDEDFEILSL
hIAP inh – blocks human intestinal alkaline phosphatase; purified IAP, CDP-Star luminescence, 30 min; inhibition, % at 10 µM; 330,000 tested, 0.12% active; AID 2544;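 active = inhibition reaching a set limit with compound at 10 µM in the primary screen, cut at about 35% in these data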;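 also: plate controls were DMSO wells with enzyme for no effect and no-enzyme buffer wells for full effect; values of inactives mirror those of a sister screen read the other way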
mIAP act – increases mouse intestinal alkaline phosphatase activity | muIAP, CDP-Star luminescence, 30 min; hits give high values; 1 = vehicle-only enzyme signal, 0 = enzyme-free wells | activation factor at 10 µM | 330,000 tested, 0.24% active;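 active = activation factor of at least 2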; also: the source names both 10 and 20 µM as test concentration; values of inactives mirror those of a sister screen read the other way
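System: mouse IAP enzyme. Reagent: CDP-Star chemiluminescent phosphatase substrate. Benchmarks: DMSO wells, no-enzyme wells. Times: 30 min enzyme-substrate-compound incubation at room temperature. Detection: luminescence from enzymatic CDP-Star hydrolysis. Doses: test compounds delivered from DMSO solution.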
A3G deaminase – APOBEC3G (human) deaminase inhibition. Q9HC16. recombinant A3G, ssDNA deamination FAM/TAMRA fluorescence. inhibition, % at 20 µM. 330,000 tested, 0.28% active. AID 493012;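 active = inhibition of at least 40% at 20 µM, with no more than 30% in the related APOBEC3A deaminase screen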;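 also: plate controls were DMSO wells with A3G for no effect and wells lacking A3G enzyme for full effect; some compounds called inactive have numbers as strong as hits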
Target sequence (Q9HC16 whole entry, looked up): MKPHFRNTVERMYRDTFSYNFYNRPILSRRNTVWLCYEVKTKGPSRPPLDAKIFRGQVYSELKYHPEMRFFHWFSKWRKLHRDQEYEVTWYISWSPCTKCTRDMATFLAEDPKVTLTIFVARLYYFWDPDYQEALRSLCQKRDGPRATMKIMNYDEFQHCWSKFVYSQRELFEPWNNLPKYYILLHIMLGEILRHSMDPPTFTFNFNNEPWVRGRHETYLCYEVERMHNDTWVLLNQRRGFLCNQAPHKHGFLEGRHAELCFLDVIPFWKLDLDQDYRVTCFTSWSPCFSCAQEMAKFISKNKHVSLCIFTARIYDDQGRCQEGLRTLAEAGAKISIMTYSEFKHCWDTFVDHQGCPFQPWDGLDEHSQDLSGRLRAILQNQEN
MIN6 prolif – induces beta-cell replication in MIN6 cells. MIN6 cells proliferation, ATPlite luminescence, 48 h; cells starved in 0.2% serum; 100% = growth in 10% serum. proliferation, % at 10 µM. 330,000 tested, 0.29% active. AID 2380;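 active = compounds whose signal lies at least 3.5 SD above the mean of all wells on their plate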;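 also: 0% = DMSO-treated cells in low-serum medium and 100% = 10% serum control; some compounds called inactive have numbers as strong as hits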
Starred values were filed as active, the others as inactive; x = not tested or not shown.

A first look:
compound | mIAP block | MPTP block | APOBEC3A inh | hIAP activ | ATG4B inh | hIAP inh | mIAP act | A3G deaminase | MIN6 prolif
CCN(CC)CCNC(=O)C12CC3CC(C)(CC(C)(C3)C1)C2 | 3 | -1.0 | -2 | 0.88 | -5 | 12 | 0.97 | 0 | -1
O=C(O)CN1C(=O)CCS(=O)c2ccccc21 (stereo not drawn) | 4 | 0.0 | 4 | 1.1 | -1 | -7 | 0.95 | -1 | 1

The listing, previewed entries included:
compound | mIAP block | MPTP block | APOBEC3A inh | hIAP activ | ATG4B inh | hIAP inh | mIAP act | A3G deaminase | MIN6 prolif
CCN(CC)CCNC(=O)C12CC3CC(C)(CC(C)(C3)C1)C2 | 3 | -1.0 | -2 | 0.88 | -5 | 12 | 0.97 | 0 | -1
O=C(O)CN1C(=O)CCS(=O)c2ccccc21 (stereo not drawn) | 4 | 0.0 | 4 | 1.1 | -1 | -7 | 0.95 | -1 | 1
Cc1ccc(-c2nc(N)n(C(=O)Cc3ccccc3)n2)cc1 | -12 | -0.5 | -1 | 1.1 | -6 | -7 | 1.1 | -9 | 0
COc1ccc(NC(C)=O)cc1NC(=O)c1cccc(S(=O)(=O)N2CCc3ccccc32)c1 | 1 | -1.3 | 0 | 1 | -16 | 0 | 0.99 | -1 | -3
CC(=O)c1ccc(NC(=O)C2=CC(c3ccc4c(c3)OCO4)=NS(=O)(=O)N2C)cc1 | 9 | 3.3 | 3 | 0.92 | 1 | 8 | 0.91 | 0 | -3
O=c1[nH]nc(CNc2ccc(C(F)(F)F)cc2)c2ccccc12 | 12 | -0.3 | 0 | 1.3 | -4 | -31 | 0.88 | -4 | 1
O=C(CC1CCCCC1)NCc1ccccc1 | 2 | 0.0 | -6 | 0.98 | -3 | 2 | 0.98 | -7 | -3
CC(=O)NN1C(=O)/C(=C/c2ccc(Br)o2)SC1=S | 67* | 0.0 | 80 | 1 | 13 | -3 | 0.33 | 39 | -3
COC(=O)c1nccc2c1[nH]c1ccccc12 | 15 | -0.7 | -1 | 0.8 | 0 | 20 | 0.85 | -9 | -3
COc1ccc(CN(C)CC(=O)Nc2cc(OC)c([N+](=O)[O-])cc2C)c(OC)c1 | 0 | 0.7 | 9 | 0.91 | -2 | 9 | 1 | 0 | -3
CN(CCc1ccccn1)c1ncnc2[nH]ncc12 | 0 | 0.5 | -2 | 0.97 | -11 | 3 | 1 | -4 | -1
COc1cc(CC(=O)OCC(=O)NCCc2ccc(S(N)(=O)=O)cc2)cc(OC)c1OC | 2 | -1.1 | -7 | 0.96 | 2 | 4 | 0.98 | -10 | 5
CC1CCN(c2ncnc3ccccc23)CC1 | 4 | 16 | -3 | 1.1 | -9 | -10 | 0.96 | -3 | -4
CC(C)(C)OC(=O)NCC(=O)NCC(=O)OCc1ccccc1 | 10 | -2.5 | -2 | 0.82 | 10 | 18 | 0.9 | -7 | -1
O=C(Oc1ccc2ccc(O)cc2c1)c1ccccc1Cl | -3 | -0.1 | 2 | 1.2 | 1 | -16 | 1 | -5 | -2
CC(C)(C)c1ccc(OCc2ccc(C(=O)Nc3cccnc3)o2)cc1 | 4 | 4.2 | -1 | 0.95 | 0 | 5 | 0.96 | -9 | 0
CSc1ccccc1NC(=O)c1csc(C)c1 | 0 | 1.8 | -1 | 0.65 | 3 | 35* | 1 | -1 | 0
Cc1ccccc1OCC(=O)O/N=C(\N)Cc1ccc(Cl)cc1 | -10 | 2.7 | 3 | 0.89 | 6 | 11 | 1.1 | 10 | 2
COc1cccc(/C=C/c2ccccn2)c1O | -5 | 1.7 | -2 | 1 | -4 | 0 | 1.1 | -1 | -4
Cc1onc(-c2ccccc2Cl)c1C(=O)NC1CCCCCC1 | -11 | 0.0 | 2 | 1.1 | 2 | -12 | 1.1 | -4 | -5
Cc1ccc(NC(=O)CCC(=O)N2CCN(S(=O)(=O)c3ccc(C)cc3)CC2)cc1 | -3 | 0.8 | -3 | 0.92 | -57 | 8 | 1 | -3 | -2
O=C1CCSc2cccc3cccc(c23)N1 | 11 | 0.5 | -5 | 0.96 | 3 | 4 | 0.89 | -8 | 0
CCCCc1nnc(NC(=O)CCS(=O)(=O)c2ccc(C)cc2)s1 | 0 | -0.4 | -3 | 0.95 | -8 | 5 | 1 | -4 | -8
COC(=O)c1ccccc1NC(=O)Cn1nc2n(C)c3ccccc3n2c(=O)c1=O | -14 | x | 0 | 1.1 | x | -10 | 1.1 | -7 | -3
CC1=C(C)CC(C(=O)NC2CCN(C(C)C)CC2)C(C(=O)O)C1 (stereo not drawn) | 5 | -1.0 | 1 | 1 | 3 | -3 | 0.95 | -7 | -2
Cc1ccc(NC(=O)c2ccc(OC(=O)CCN3C(=O)c4ccccc4C3=O)cc2)cc1 | 19 | -0.8 | 3 | 1 | 15 | -1 | 0.81 | 10 | -2
COc1ccc(C(=O)OCC(=O)Nc2ccc(N3CCOCC3)cc2)cc1 | 12 | -0.6 | -3 | 1.1 | 0 | -6 | 0.88 | 0 | 1
O=C1OCCN1C(=O)[C@H]1[C@H](c2ccc(F)cc2)C(c2ccc(F)cc2)=NN1c1ccccc1 | -4 | -0.4 | -2 | 0.93 | -2 | 7 | 1 | -14 | -9
Cc1cc(C(=O)CSc2nncs2)c(C)n1Cc1ccco1 | 0 | 0.5 | 0 | 1.1 | 0 | -13 | 1 | -6 | -4
Cc1ccc(NC(=O)c2cccnc2)c([N+](=O)[O-])c1 | -7 | 0.7 | -3 | 0.82 | -1 | 18 | 1.1 | -1 | 0
COc1ccc(/C=N/N(C)C2=NS(=O)(=O)c3ccccc32)cc1 | -1 | 1.2 | -1 | 0.99 | -3 | 1 | 1 | -3 | -1
S=c1[nH]c2ccc3ccccc3c2[nH]1 | 11 | -0.3 | 38 | 1.2 | -9 | -18 | 0.89 | 6 | 0
N#C/C(=C\c1c(N2CCCCC2)nc2ccccn2c1=O)C(=O)NCc1ccco1 | 17 | -2.3 | -1 | 0.94 | 2 | 6 | 0.83 | 1 | 0
Cc1oc2nc(SCC(=O)NC3CCCCC3)nc(N)c2c1C | 4 | 0.4 | -3 | 0.98 | -3 | 2 | 0.96 | -6 | -2
Cc1ccc(-c2nn(C)c(=O)c3ccccc23)cc1CNC(=O)c1ccco1 | 12 | -0.7 | -1 | 0.91 | -3 | 9 | 0.88 | -3 | -2
N#C/C(=C(/O)CCCl)c1ccccn1 | 2 | 1.1 | 1 | 0.94 | -7 | 6 | 0.98 | -1 | -3
CC(C)(C)c1ccccc1OCC(=O)NCc1ccccc1 | -11 | 1.4 | 0 | 1.3 | 32 | -31 | 1.1 | -3 | -1
O=C(Nc1cccc(/C=C/c2ccccn2)c1)c1ccc(-n2cncn2)c([N+](=O)[O-])c1 | 15 | -1.0 | 2 | 1.1 | -20 | -10 | 0.85 | -1 | -2
COc1ccc2nc(NC(=O)CSc3nnc(N)s3)sc2c1 | 4 | 1.1 | 0 | 0.97 | -2 | 3 | 0.96 | 22 | 0
Cc1cc(C)c(OCC(=O)OC(C)C(=O)N2CCc3ccccc32)c(C)c1 (stereo not drawn) | -11 | 0.4 | 0 | 1 | 8 | -4 | 1.1 | -8 | -3
CCCNC(=O)/C(C#N)=C1\N=C(NC(=O)c2ccco2)c2ccccc21 | 7 | -1.1 | 1 | 0.94 | 4 | 6 | 0.93 | 9 | -1
CSc1ccc(-c2nc(CSCC(=O)NCCCN3CCCC3=O)c(C)o2)cc1 | 2 | 0.1 | 1 | 1.1 | 14 | -7 | 0.98 | -4 | -2
CCOc1ccc(CNc2ccc(N3CCOCC3)c(C(=O)O)c2)cc1 | 2 | -5.0 | -1 | 0.96 | -2 | 4 | 0.98 | -4 | 3
Cn1cccc1/C=C1\CCC/C(=C\c2cccn2C)C1=O | -12 | 1.0 | -13 | 0.89 | 45* | 11 | 1.1 | -27 | -6
COc1ccc(OC)c(S(=O)(=O)NCC(c2ccco2)S(=O)(=O)c2ccccc2)c1 (stereo not drawn) | 6 | -0.6 | -3 | 0.96 | -8 | 4 | 0.94 | -6 | 4
CCOC(=O)Cn1c(-c2ccccc2)cc(SC)c(C#N)c1=O | -4 | 0.7 | 0 | 0.89 | -2 | 11 | 1 | 5 | -4
CC1CC(C)CN(S(=O)(=O)N2CCCC(C(=O)NCCc3ccccc3)C2)C1 (stereo not drawn) | 3 | -0.8 | -3 | 0.97 | -6 | 3 | 0.97 | -4 | -6
CCC(=O)NC(c1ccc(N(C)C)cc1)c1c(O)ccc2ccccc12 (stereo not drawn) | 12 | 2.3 | -4 | 0.96 | -16 | 4 | 0.88 | -7 | -4
CCCc1nnc2n1N=C(c1ccc([N+](=O)[O-])cc1)CS2 | 4 | -0.7 | 0 | 0.99 | 11 | 1 | 0.96 | -8 | -1
COC/C=C/C1=CC2=CC(=O)C(C)(OC(=O)c3cnc4ccccc4n3)C(=O)C2=CN1CCCCO (stereo not drawn) | 8 | -1.0 | 6 | 0.86 | -11 | 14 | 0.92 | 6 | -1
Brc1ccc(/C=N/N2CCN(C3c4ccccc4-c4ccccc43)CC2)s1 | -3 | 3.2 | -7 | 1.4 | -2 | -36 | 1 | -5 | -2
COc1ccc(NC(=O)COC(=O)C2CC(=O)N(CCc3ccc(OC)c(OC)c3)C2)cc1Cl (stereo not drawn) | 3 | -0.9 | -1 | 0.94 | -6 | 6 | 0.97 | -8 | 9
c1ccc(C2Nc3ccccc3-c3nc4ccccc4n32)nc1 (stereo not drawn) | -9 | 0.7 | -2 | 1 | -9 | -2 | 1.1 | -2 | -1
CCC(C)NC(=O)c1cc(CC(C)C)on1 (stereo not drawn) | -4 | 1.1 | -3 | 0.93 | 1 | 7 | 1 | -1 | -2
O=C(CSc1ccc(-c2cccs2)nn1)N1CCCCCC1 | 4 | 0.9 | 1 | 0.93 | -4 | 7 | 0.96 | -1 | 0
CCCCCC1=NN2C(=O)CC(=O)N=C2S1 | -2 | 0.3 | 5 | 1.1 | 1 | -10 | 1 | 0 | -3
CCn1ncc(C2=NOC(C(=O)Nc3ccc4c(c3)OCO4)C2)c1C (stereo not drawn) | 5 | 0.3 | 2 | 1.3 | -5 | -25 | 0.95 | -4 | -3
COc1ccc(COC(=O)CCS(=O)(=O)c2ccc(C)cc2)cc1F | -3 | 0.0 | 0 | 1.1 | 3 | -8 | 1 | -3 | -3
CCn1c(SCC(O)c2ccccc2)nnc1-c1ccccc1 (stereo not drawn) | 6 | -1.0 | 6 | 1.5 | 4 | -46 | 0.94 | -4 | 0
CCOC(=O)N1CCC2(CC1)C(C#N)=C(N)Oc1c2sc2nc(C)cc(C)c12 | 5 | 1.4 | 0 | 0.94 | -25 | 6 | 0.95 | -4 | -3

Other results:
compound | mIAP block | MPTP block | APOBEC3A inh | hIAP activ | ATG4B inh | hIAP inh | mIAP act | A3G deaminase | MIN6 prolif
Cc1cc([N+](=O)[O-])cc2c1NCC1CC=CC21 (stereo not drawn) | 19 | 2.3 | -3 | 1.2 | 3 | -18 | 0.81 | -5 | 2
Cc1nnsc1C(=O)Nc1ccccc1 | -1 | 0.4 | -1 | 0.97 | 5 | 3 | 1 | -3 | 0
COc1cc(NC(=O)Cc2c(C(=O)O)n(C)c3ccccc23)cc(OC)c1OC | -2 | 0.5 | -5 | 1 | -7 | 0 | 1 | -8 | 2
COc1ccccc1-c1c(C)nn2c(-c3ccccc3)cc(C)nc12 | 8 | 2.0 | -3 | 0.86 | -5 | 14 | 0.92 | -5 | 0
